TDP1 block – TDP1 (human) enzyme inhibition. AID 485290. 0.28% of 350,000 active. recombinant TDP1, AlphaScreen DNA substrate cleavage. Potency, µM (highest dose often 130 µM), without a hit: at the highest dose activity change, negative = inhibition, actives largely listed as inhibitors; note: nearly all actives have a fitted effect of over 40% in size
Target sequence (Q9NUW8 whole entry, looked up): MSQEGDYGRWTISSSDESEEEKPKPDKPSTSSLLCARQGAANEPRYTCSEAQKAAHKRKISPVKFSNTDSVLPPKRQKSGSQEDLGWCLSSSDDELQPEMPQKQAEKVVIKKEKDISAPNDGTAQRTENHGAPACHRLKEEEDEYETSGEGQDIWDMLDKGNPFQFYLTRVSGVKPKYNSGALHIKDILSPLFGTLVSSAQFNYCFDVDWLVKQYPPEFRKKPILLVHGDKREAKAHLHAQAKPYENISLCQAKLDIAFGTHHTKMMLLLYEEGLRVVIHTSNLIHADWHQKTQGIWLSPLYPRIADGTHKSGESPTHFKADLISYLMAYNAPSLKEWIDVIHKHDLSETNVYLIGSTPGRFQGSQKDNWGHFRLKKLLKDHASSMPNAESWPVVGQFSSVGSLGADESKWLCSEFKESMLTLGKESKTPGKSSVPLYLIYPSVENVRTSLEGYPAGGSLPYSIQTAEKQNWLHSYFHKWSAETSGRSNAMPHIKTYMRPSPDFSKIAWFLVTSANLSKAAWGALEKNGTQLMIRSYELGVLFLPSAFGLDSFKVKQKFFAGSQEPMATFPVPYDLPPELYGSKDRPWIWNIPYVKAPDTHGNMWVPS
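Tdp1 1 nM final; 15 min RT w/ cpd; substrate 15 nM, 5 min; beads 10 ug/ml, 10 min; AlphaScreen read. Neg ctrl: no enzyme.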
TDP1 cell noCPT – qHTS for Inhibitors of human tyrosyl-DNA phosphodiesterase 1 (TDP1): qHTS in cells in absence of CPT | Potency, µM (series often up to 46.2 µM), inactives show at the highest dose activity change, negative = growth inhibition, actives largely listed as inhibitors | DT40 Tdp1-/- hTDP1 cells, no CPT, ATP luminescence, 48 h | AID 686978, 2013 | 15% of 420,000 active; note: nearly all actives have a fitted effect of over 55% in size
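Growth of hTDP1-complemented DT40 Tdp1-knockout cells is measured by ATP luminescence after at least 48 hr compound exposure at 37 °C, with DMSO substituting for the 20 nM CPT used in the parallel screen.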
DT40 TDP1 CPT – growth inhibition of DT40 Tdp1-/-;hTDP1 cells with camptothecin (screen for TDP1 inhibitors). Potency, µM (series often up to 46.2 µM), inactives show top-dose activity change, negative = growth inhibition, actives largely listed as inhibitors. AID 686979. chicken DT40 Tdp1-/-;hTDP1 cells + 20 nM CPT, ATP luminescence, 48 h. 12% of 420,000 active; note: nearly all actives have a fitted effect of over 55% in size
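Cell growth measured by CellTiter-Glo luminescence after a minimum 48 h, 37 C compound exposure with 20 nM CPT in Tdp1-knockout DT40 cells stably expressing hTDP1, seeded 400/well; qHTS titration format.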
An asterisk follows results filed as active; ? = inconclusive; . = not tested or not shown; & = joins results of further samples; [ ] = another dose, or the depositor's remark. Calls come from the whole dose curve; as a rule, active = well fitted curve in the direction sought with a large enough effect; inconclusive = small, poorly fitted or top-dose-only effect, or another doubt; inactive = no such curve, though single readings can be large; an effect the other way counts as inactive or inconclusive. % is set by controls: 0 for no effect and ±100 for the full control effect; potency is the fitted concentration of half-maximal effect. No enrichment for hits, and some 18% of all compounds hit somewhere here.

SMILES | TDP1 block | TDP1 cell noCPT | DT40 TDP1 CPT
COc1ccc(C2CC(c3cccs3)=NN2C(=O)CCCC(=O)O)cc1OC (stereo not given) | . | 3% | 3%
COc1ccc(NC(=O)CSc2nc3ccsc3c(=O)n2CCC(=O)O)c(OC)c1 | 5% | 22% | 0%
Cc1ccc(Cn2c(=N)c(C(=O)NCCN3CCOCC3)cc3c(=O)n4ccccc4nc32)cc1 | 1% | ? | ?
COc1ccccc1OCC(=O)Nc1ccc(S(=O)(=O)Nc2onc(C)c2C)cc1 | 0% | 11% | -9%
Oc1ccc(C=Nc2ccc(N3CCOCC3)cc2)c(O)c1 | 4% | -20% | -22%
CCc1ccc(NC(=O)CSc2nc3ccccc3nc2Cc2ccc(C)cc2)cc1 | -5% | 16µM* | ?
O=C(Nc1ccc(Br)cc1Cl)c1ccc(OCC2CCCO2)cc1 (stereo not given) | -7% | ? | ?
COc1ccccc1N=C(C)C1=C(O)CSC1=O | 0% | -17% | 24%
CCOC(=O)c1[nH]c(C)c(/C(O)=C2\C(=O)C(=O)N(CCN(C)C)C2c2ccc(C)o2)c1C (stereo not given) | 2% | ? | ?
Cc1c(C)n(Cc2ccccc2)c2ccc(C(=O)N3CCN(c4ccc(F)cc4)CC3)cc12 | 3% | 16µM* | ?
Cc1oc2c(C)c3oc(=O)c(CC(=O)N[C@@H](CC(C)C)C(=O)N[C@@H](Cc4ccccc4)C(=O)O)c(C)c3cc2c1C | . | 4% | 0%
O=C1NC(=Nc2cccnc2)S/C1=C\c1cccc(F)c1 | 0% | 13µM* | ?
O=C(NCCc1ccc(Cl)cc1)c1cc(S(=O)(=O)N2CCCCC2)c[nH]1 | . | 9.2µM* | 23µM*
COc1ccccc1CNCc1ccc(C(=O)O)s1 | 0% | 1% | -5%
COc1ccc(C(=O)Nc2ccc3nc(N4CCC(C)CC4)cc(C)c3c2)cc1 | 3% | 16µM* | 23µM*
CN1CCN(C(=O)C2Cc3c(-c4ccc5c(c4)OCO5)ccnc3O2)CC1 (stereo not given) | . | -30% | -21%
O=C(CN(Cc1ccccc1)C(=O)CNS(=O)(=O)c1ccc(Cl)cc1)NCC1CCCO1 (stereo not given) | . | 6% | -5%
Cc1ccc(CNC(=O)c2cncc(Br)c2)cc1 | 5% | ? | ?
CCCCc1cc(=O)oc2cc(C)c3c(C)coc3c12 | -1% | ? | 15µM*
Cc1nc2ccccc2c(=O)n1-c1cccc(NS(=O)(=O)c2ccccc2)c1 | 7% | -35% | -25%
Cc1ccc(OCCn2cncn2)c([N+](=O)[O-])c1 | . | -11% | -8%
COCC(C)NCC(=O)NC(C)CCc1ccccc1 (stereo not given) | -6% | -26% | -1%
Cc1ccc(C)c(NC(=O)C(OC(=O)c2cc[n+]([O-])cc2)c2ccccc2)c1 (stereo not given) | -8%[0.505 µM] | 10% | 4%
CCOc1ccc(CNc2ncnc(N)n2)cc1 | 1% | -6% | -12%
O=C(CC(=O)N/N=C/c1ccccc1O)NCc1cccnc1 | 3% | ? | ?
Fc1ccc(NC(=S)NCc2cccnc2)cc1 | 8% | -4% | 18%
Cc1ccc(C)c(S(=O)(=O)NCc2ccncc2)c1 | 2% | 21µM* | ?
CC(OC(=O)c1nc(Cl)ccc1Cl)C(=O)Nc1ccccc1F (stereo not given) | -6% | -3% | 18%
CCCCC(=O)Nc1nn(CC(C)C)c2nc3ccccc3cc12 | 2% | ? | ?
CC(=O)Nc1ccc(S(=O)(=O)Nc2nc3ccccc3nc2Nc2ccc(O)c(C(=O)O)c2)cc1 | 0% | 7% | 16%
CC(C)c1cc(C(=O)Nc2sc3c(c2C#N)CCC3)no1 | 7% | 23µM* | ?
COc1cc(C(=O)N2CCC3(CC2)NCCc2[nH]cnc23)cc(OC)c1OC | 6% | 29% | -6%
Cc1ccc(C)c(NC(=O)CSc2nc(-c3ccccc3)cc(=O)[nH]2)c1 | 9% | -7% | -15%
CC1(C)CC(=O)C(CCCN2C(=O)c3ccccc3C2=O)C(=O)C1 | 0% | -20% | -6%
COc1ccc(S(=O)(=O)N2CCCC(C(=O)NCc3ccccn3)C2)cc1Cl (stereo not given) | 5% | -15% | ?
O=C(CCc1ccccc1)NCC1(c2ccccc2)CCCC1 | . | ? | 11%

Part of the list above, reformatted.
canonical_smiles,TDP1 block,TDP1 cell noCPT,DT40 TDP1 CPT
Cc1ccc(C)c(S(=O)(=O)NCc2ccncc2)c1,2%,21µM*,?
O=C(CC(=O)N/N=C/c1ccccc1O)NCc1cccnc1,3%,?,?
COc1ccc(S(=O)(=O)N2CCCC(C(=O)NCc3ccccn3)C2)cc1Cl (stereo not given),5%,-15%,?

Next compounds.
SMILES | TDP1 block | TDP1 cell noCPT | DT40 TDP1 CPT
COc1cc(C2Nc3ccc4ncccc4c3C3=C2C(=O)CCC3)ccc1O (stereo not given) | 5% | 3.7µM* | 5.8µM*
CC1CCC(C(C)C)C(OC(=O)Cn2c(-c3ccc(Cl)cc3)[n+](C)c3ccccc32)C1 (stereo not given) | . | 2.1µM* | 2.3µM*
Cn1c2ccccc2c(=O)c2c(=O)n(Cc3ccco3)c(COc3ccccc3)nc21 | 0% | 15µM* | 18µM*
NC(CCc1ccccc1)c1csc(Nc2ccc(C(=O)NCCO)cc2)n1 (stereo not given) | . | 23µM* | ?
CCn1c(SCC(=O)c2ccccc2)nnc1-c1cc2cc(Br)ccc2o1 | 3% | 9.2µM* | ?
Cc1cc(NC(=O)c2cc3cc([N+](=O)[O-])ccc3s2)no1 | . | -8% | -9%
COc1ccc(NC(=O)c2ccc(C)cc2Cl)c([N+](=O)[O-])c1 | -2% | -9% | -9%
Cc1cccn2c(=O)c3cc(C(=O)NC4CCCCC4)c(=N)n(CCN4CCOCC4)c3nc12 | 4% | ? | ?
Cc1ccc(CNc2ccc(-c3nc(-c4ccco4)no3)cc2[N+](=O)[O-])cc1 | 0% | -15% | -27%
Cc1ccc(NC(=O)c2scc3c2CCCC3)cc1 | 3% | -12% | -14%
Cc1ccc(C(=O)c2ccccc2C(=O)OCC(=O)N2C(C)CCCC2C)cc1 (stereo not given) | -1%[56.1 µM] | ? | ?
CN(Cc1ccc(F)cc1)Cc1nc(-c2cnccn2)no1 | -3% | -24% | 3%
Cc1ccc(CNC(=O)C2CCC(=O)N(CCc3cccc(F)c3)C2)s1 (stereo not given) | 4% | -5% | -17%
Cc1nnc2sc(-c3cccc(F)c3)nn2c1=O | . | 1% | 19%
CC(C)C(=O)Nc1ccc(N2CCCC2)c(Cl)c1 | -1% | -2% | -2%
O=C(NCCNC(=O)c1ccc(Br)o1)c1ccc(Br)o1 | -4% | -13% | -6%
CCCCCC1CCC(c2ccc(C(N)=O)cc2)CC1 (stereo not given) | 0% | -6% | 6%
O=c1cc(CSc2nnnn2-c2ccccc2)nc(Nc2ccc(F)cc2)[nH]1 | 7% | ? | ?
CCc1ccccc1NC(=S)N1CCC(C(=O)c2ccc(F)cc2)CC1 | 0% | -4% | 1%
Cc1ccc(CNC(=O)CCS(=O)(=O)c2cc3c4c(c2)CCN4C(=O)CC3)cc1 | -3% | 3% | -13%
CCN1C(=O)[C@@H]2[C@@H](c3ccc(-c4ccc(Cl)c(Cl)c4)cc3)N3CCC[C@@]3(C(=O)OC)[C@@H]2C1=O | 7% | 7.3µM* | 8.2µM*
CCCc1cc(C(=O)NC2CCCCC2)no1 | -7% | 12% | -19%
CCOC(=O)c1cccc(NC(=O)c2ccc3nc(CCc4ccccc4)oc3c2)c1 | -2% | ? | ?
COc1ccc(C(=O)NCCn2cc(SCC(N)=O)c3ccccc32)cc1 | . | 7% | 1%
Cc1c(Br)c(C(F)(F)F)nn1CC(=O)NCC1CCCO1 (stereo not given) | 5% | -6% | -9%
CC(=O)Nc1ccc(OC(=O)c2cc([N+](=O)[O-])ccc2Cl)cc1 | 5% | 0% | 1%
C#CC(C)(CC)NC(=O)c1cc(OC)c(OC)c(OC)c1 (stereo not given) | 4% | -4% | 5%
CN(C(=O)COC(=O)c1ccccc1NCc1ccco1)c1c(N)n(Cc2ccccc2)c(=O)[nH]c1=O | -12% | -27% | -1%
CCOC(=O)c1cccc(N/C=C/C(=O)c2ccc(OC)c(OC)c2)c1 | 4% | -19% | -25%
O=C1CSC2(CCN(CCCN3c4ccccc4Sc4ccc(Cl)cc43)CC2)N1 | 11% | 9.4µM* | 24µM*
CCOC(=O)C1=C(O)C(=O)C(C(=O)OCC)C1 (stereo not given) | . | -10% | -18%
Cc1cccc(CCNC(=O)c2cc3c(=O)[nH]c4ccc(C)cc4c3s2)c1 | 1% | -26% | 0%
O=C(CSc1nc(-c2ccccc2)nc2c1CCCC2)c1ccc(Cl)cc1 | . | 0% | 13%
COc1ccc(C(=O)Nc2nc(OCC(F)(F)F)cnc2/C=C\c2ccccc2)c(OC)c1 | . | ? | 21µM*
O=C(CSCc1ccc(Br)cc1)N1CCOCC1 | 7% | -3% | ?
CCCCN(CC)CCCNC(=O)c1ccc2c(c1)NC(=O)CN2C | 10% | 0% | 3%
CC(=O)Nc1sc2c(c1C(c1cccc(F)c1)N1CCN(CCO)CC1)CCCC2 (stereo not given) | 3% | ? | 23µM*
O=C(NCc1ccccc1C(F)(F)F)C1CC(c2ccccc2C(F)(F)F)=NO1 (stereo not given) | 0% | ? | ?
CCc1nnc(NC(=O)c2ccc(Cl)c(S(=O)(=O)N3CCc4ccccc4C3)c2)s1 | -1% | 2% | 19%
O=c1[nH][nH]c(-c2ccccc2)c1C=Nc1ccccc1 | 3% | -2% | -6%
CS/C(=N\S(=O)(=O)c1cccs1)Nc1ccc(Br)cc1F | -2% | ? | 2%&-24%

Molecules from the list above that have four or more nitrogen atoms (16):
SMILES | TDP1 block | TDP1 cell noCPT | DT40 TDP1 CPT
Cc1ccc(Cn2c(=N)c(C(=O)NCCN3CCOCC3)cc3c(=O)n4ccccc4nc32)cc1 | 1% | ? | ?
Cc1ccc(OCCn2cncn2)c([N+](=O)[O-])c1 | . | -11% | -8%
CCOc1ccc(CNc2ncnc(N)n2)cc1 | 1% | -6% | -12%
O=C(CC(=O)N/N=C/c1ccccc1O)NCc1cccnc1 | 3% | ? | ?
CCCCC(=O)Nc1nn(CC(C)C)c2nc3ccccc3cc12 | 2% | ? | ?
CC(=O)Nc1ccc(S(=O)(=O)Nc2nc3ccccc3nc2Nc2ccc(O)c(C(=O)O)c2)cc1 | 0% | 7% | 16%
COc1cc(C(=O)N2CCC3(CC2)NCCc2[nH]cnc23)cc(OC)c1OC | 6% | 29% | -6%
NC(CCc1ccccc1)c1csc(Nc2ccc(C(=O)NCCO)cc2)n1 (stereo not given) | . | 23µM* | ?
Cc1cccn2c(=O)c3cc(C(=O)NC4CCCCC4)c(=N)n(CCN4CCOCC4)c3nc12 | 4% | ? | ?
Cc1ccc(CNc2ccc(-c3nc(-c4ccco4)no3)cc2[N+](=O)[O-])cc1 | 0% | -15% | -27%
CN(Cc1ccc(F)cc1)Cc1nc(-c2cnccn2)no1 | -3% | -24% | 3%
Cc1nnc2sc(-c3cccc(F)c3)nn2c1=O | . | 1% | 19%
O=c1cc(CSc2nnnn2-c2ccccc2)nc(Nc2ccc(F)cc2)[nH]1 | 7% | ? | ?
CN(C(=O)COC(=O)c1ccccc1NCc1ccco1)c1c(N)n(Cc2ccccc2)c(=O)[nH]c1=O | -12% | -27% | -1%
CCCCN(CC)CCCNC(=O)c1ccc2c(c1)NC(=O)CN2C | 10% | 0% | 3%
CCc1nnc(NC(=O)c2ccc(Cl)c(S(=O)(=O)N3CCc4ccccc4C3)c2)s1 | -1% | 2% | 19%
